# M5 antag = CHRM5 antagonism in calcium assay. P08912. CHO-hM5 cells, Fluo-8 calcium fluorescence, ACh EC80. inhibition, % at 3 µM. 360,000 tested, 0.59% active;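 active means inhibition above a per-plate cutoff, the mean of that plate's test compounds plus 3 SD, cut at about 27% in these data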;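 further: 0% = acetylcholine EC80 with DMSO and 100% = DMSO without agonist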
# Target sequence (P08912 whole entry, looked up): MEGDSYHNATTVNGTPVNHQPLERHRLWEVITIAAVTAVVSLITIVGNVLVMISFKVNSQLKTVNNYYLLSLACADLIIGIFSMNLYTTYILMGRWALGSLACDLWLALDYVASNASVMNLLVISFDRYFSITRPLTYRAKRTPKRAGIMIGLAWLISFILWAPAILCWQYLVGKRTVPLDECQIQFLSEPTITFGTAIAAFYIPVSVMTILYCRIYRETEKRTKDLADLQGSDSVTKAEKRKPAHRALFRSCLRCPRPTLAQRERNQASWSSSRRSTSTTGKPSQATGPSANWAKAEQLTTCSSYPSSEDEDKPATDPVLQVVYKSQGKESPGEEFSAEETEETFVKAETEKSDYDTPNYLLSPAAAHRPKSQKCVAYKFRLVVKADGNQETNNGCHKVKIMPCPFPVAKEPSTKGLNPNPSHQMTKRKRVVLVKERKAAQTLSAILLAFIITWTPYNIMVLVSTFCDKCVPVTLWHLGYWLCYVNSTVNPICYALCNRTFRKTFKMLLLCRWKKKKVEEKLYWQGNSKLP
# CHRM5 agonist = agonists of human muscarinic M5 receptor (CHRM5). P08912. 360,000 tested, 0.19% active. activation, % at 3 µM. CHO-K1 hM5 cells, Fluo-8 calcium fluorescence; 0% DMSO wells, 100% maximal acetylcholine response;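 active means activation above the run's mean over test compounds plus 3 SD, cut at about 23% in these data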;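 further: signal is peak over basal fluorescence ratio across the kinetic read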
# M1 PAM = human CHRM1 positive allosteric modulation | P11229 | CHO-K1 hM1, Fluo-8 calcium fluorescence, ACh EC20; 0% = ACh EC20, 100% = maximal ACh | activation, % at 3 µM | 360,000 tested, 0.088% active; in the data active means activation above about 19%, passing the limit was not always enough
# M4 PAM = positive allosteric modulators of human muscarinic M4 receptor; activation, % at 3 µM; AID 624126; 360,000 tested, 0.4% active; P08173; CHO-K1 hM4/Gqi5, Fluo-8 calcium fluorescence, ACh EC20; 0% = ACh EC20, 100% = maximal ACh;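 active means activation above its plate's cutoff, the mean activation of sample wells plus 3 SD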; further: some results filed as inactive read as strong as hits
# Target sequence (P08173 whole entry, looked up): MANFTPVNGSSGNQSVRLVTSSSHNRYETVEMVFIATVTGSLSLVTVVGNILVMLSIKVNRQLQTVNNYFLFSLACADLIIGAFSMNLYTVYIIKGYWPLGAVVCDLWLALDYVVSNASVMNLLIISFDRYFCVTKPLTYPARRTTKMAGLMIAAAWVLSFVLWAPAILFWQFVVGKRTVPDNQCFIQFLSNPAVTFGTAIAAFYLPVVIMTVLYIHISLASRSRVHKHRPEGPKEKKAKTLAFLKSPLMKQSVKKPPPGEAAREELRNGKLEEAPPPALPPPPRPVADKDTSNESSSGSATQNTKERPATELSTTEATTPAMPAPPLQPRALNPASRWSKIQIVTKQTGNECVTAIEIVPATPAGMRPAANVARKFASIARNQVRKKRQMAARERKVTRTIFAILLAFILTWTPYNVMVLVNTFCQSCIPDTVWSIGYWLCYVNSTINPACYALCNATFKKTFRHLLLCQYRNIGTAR
# CHRM4 agonist = agonists of human muscarinic M4 receptor (CHRM4); activation, % at 3 µM; P08173; 360,000 tested, 0.14% active; CHO-K1 hM4/Gqi5, Fluo-8 calcium fluorescence; vehicle 0%, full acetylcholine response 100%; AID 624127;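 active means activation above the run mean over all test wells plus 3 SD, cut at about 32% in these data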;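 further: peak over basal fluorescence ratio per well then scaled between controls; 0% = DMSO wells and 100% = acetylcholine at EC100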
# CHRM4 antagonist = blocks acetylcholine activation of human M4 receptor | P08173 | CHO-hM4 cells, ACh EC80, Fluo-8 calcium fluorescence | inhibition, % at 3 µM | 360,000 tested, 0.73% active | AID 624125;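 active means inhibition above its plate's cutoff, the mean inhibition of sample wells plus 3 SD, cut at about 27% in these data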;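 further: 0% = acetylcholine EC80 with DMSO and 100% = DMSO without agonist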
# M1 antag = human CHRM1 antagonism; P11229; CHO-K1 hM1, Fluo-8 calcium fluorescence, ACh EC80 antagonist; inhibition, % at 3 µM; 360,000 tested, 1.3% active; AID 588852;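 active means percent inhibition above its own plate's cutoff, namely the mean of that plate's compound wells plus 3 SD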;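 further: peak over basal fluorescence ratio during 140 s after agonist addition; 0% = ACh EC80 plus DMSO and 100% = DMSO alone without agonist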
# CHRM5 PAM = positive allosteric modulators of human muscarinic M5 receptor. 360,000 tested, 0.3% active. CHO-K1 hM5, Fluo-8 calcium, ACh EC20 PAM; 0% = ACh EC20, 100% = ACh EC100. activation, % at 3 µM;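 active means activation above the run cutoff, the mean activation of all test compounds plus 3 SD, cut at about 18% in these data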
#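 Assay system: CHO-K1 hM5 cells. Also added: acetylcholine at EC20 concentration, added after compound. Dosing: 3 µM, single dose. Times: compound preincubation 140 s before EC20 acetylcholine addition. Signal: Fluo-8 calcium fluorescence. Measure: % activation relative to EC20 and EC100 ACh responses. Repeats: singlicate, one well per test compound.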
# CRFBP-R2 agonist = agonists of human CRF-binding protein/CRF-R2 receptor complex. AID 588473. activation, % at 13.2 µM. HEK293 CRF-R2/CRF-BP, calcium dye fluorescence (FLIPR); percent of saturating CRF peptide response. 350,000 tested, 0.46% active;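 active means activation of at least 50%, plus an integration ratio under a set limit after plate pattern correction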;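 further: plate controls were neutral control wells without compound for no effect and CRF at EC100 for full effect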
# Starred values were filed as active, the others as inactive; · = not tested or not shown.
SMILES,M5 antag,CHRM5 agonist,M1 PAM,M4 PAM,CHRM4 agonist,CHRM4 antagonist,M1 antag,CHRM5 PAM,CRFBP-R2 agonist
C[C@H]1CN([C@@H](C)CO)C(=O)CCCn2cc(nn2)CO[C@@H]1CN(C)C(=O)Nc1ccc(N2CCCCC2)cc1,11,-1,8,9,0,-10,-19,-4,-0.6
CCOc1ccc(S(=O)(=O)N2CCC(C(=O)N3CCOCC3)CC2)cc1C,12,-2,8,-3,2,-4,-3,-1,0.7
COc1ccc(C(=O)c2sc(Nc3ccc(NC(C)=O)cc3)nc2C)cc1,10,4,-4,2,9,-2,-4,-4,1.4
O=C1SCCC1NS(=O)(=O)c1ccccc1[N+](=O)[O-] (stereo unspecified),9,-3,2,3,1,2,2,2,0.3
S=C(NCCCN1CCOCC1)N1CCN(c2cccc(Cl)c2)CC1,0,0,-21,-5,7,11,23,0,1.8
COCCNC(=O)c1ccc2c(c1)ncn2-c1ccc(C)c(Cl)c1,2,-1,8,3,2,-4,-14,0,0.9
COc1ccccc1Nc1nc(N)nc(CN(C)C2CCCCC2)n1,-4,-6,5,3,1,1,-5,-3,-0.1
Clc1ccc(-c2nc(CSc3ccccn3)cs2)cc1,1,1,7,1,-2,-6,-17,-4,-0.1
CCN(CC)S(=O)(=O)c1ccc(N2CCOCC2)c(NC(=O)C(C)Oc2ccc(F)cc2)c1 (stereo unspecified),5,1,2,-5,1,3,-7,-4,-0.2
Cc1c(C(=O)O)sc(S(=O)(=O)N2CCN(C(=O)CCc3ccccc3)CC2)c1C(=O)O,11,3,3,16,0,-5,2,-4,1.2
CCCCCN(C(=O)CCC(=O)OCc1cccc(F)c1)c1c(N)n(CCCC)c(=O)[nH]c1=O,0,0,2,0,0,3,0,3,-1.0
C/C(=N\NC(=O)c1cc(-c2ccncc2)nc2ccccc12)c1ccc(OC(F)F)cc1,1,-5,5,4,2,-3,-9,-1,1.6
COc1ccc2cc(C#N)c(N3CCN(Cc4nnnn4CCC(C)C)CC3)nc2c1,-4,-5,2,7,2,-2,-1,7,-0.4
CC(O)CN(C)CC/C=C1/c2ccccc2CSc2ccccc21 (stereo unspecified),25,-8,-24,-14,1,19,63*,-22,-1.0
CCOC(=O)NC(CC(=O)O)c1ccc(OCC)cc1 (stereo unspecified),-2,2,5,15,0,-1,-8,7,-0.3
C=CCNc1oc(-c2ccco2)nc1S(=O)(=O)c1ccccc1,-9,-5,10,9,1,-21,9,-1,2.2
CCn1c(=O)c(C(=O)CN2CCN(S(=O)(=O)c3ccccc3)CC2)c(N)n(Cc2ccccc2)c1=O,5,-1,6,0,4,-3,-4,5,-3.5
Cc1nn2c(-c3ccc(S(=O)(=O)N4CCN(C)CC4)o3)nnc2c2ccccc12,4,-3,11,-5,2,-11,-11,0,0.6
CCC(C)NC(=O)C1CC(c2ccc(OC)cc2)=NO1 (stereo unspecified),2,-3,2,12,2,-6,1,-4,1.7
CN(C(=O)CSc1nnnn1-c1ccc(Cl)cc1)C1CCS(=O)(=O)C1 (stereo unspecified),21,2,6,8,1,-8,-4,-10,-0.2
N#CCCn1cc(C(CC(=O)c2ccccc2)C(=O)O)c2ccccc21 (stereo unspecified),-11,-1,4,0,1,-5,-12,9,-0.6
CCO[C@@H]1OC(C(=O)NC2CC2)=C[C@H](c2csc3ccccc23)[C@H]1CCCO,2,1,2,8,1,1,4,4,0.2
CC(=O)c1ccc(NC(=O)/C(=C\c2ccccc2)NC(=O)c2ccco2)cc1,6,1,2,8,3,-12,1,-5,-1.5
NC(=O)c1ccccc1NS(=O)(=O)c1ccc(F)cc1,11,0,9,-5,1,-10,-11,-8,-0.3

# Quoted at random: 2 entries already listed
SMILES,M5 antag,CHRM5 agonist,M1 PAM,M4 PAM,CHRM4 agonist,CHRM4 antagonist,M1 antag,CHRM5 PAM,CRFBP-R2 agonist
CCn1c(=O)c(C(=O)CN2CCN(S(=O)(=O)c3ccccc3)CC2)c(N)n(Cc2ccccc2)c1=O,5,-1,6,0,4,-3,-4,5,-3.5
CN(C(=O)CSc1nnnn1-c1ccc(Cl)cc1)C1CCS(=O)(=O)C1 (stereo unspecified),21,2,6,8,1,-8,-4,-10,-0.2

# (next part)
SMILES,M5 antag,CHRM5 agonist,M1 PAM,M4 PAM,CHRM4 agonist,CHRM4 antagonist,M1 antag,CHRM5 PAM,CRFBP-R2 agonist
Cn1c(SCC(=O)NCc2cccs2)nnc1-c1ccco1,-3,0,7,1,1,-13,-7,5,5.5
CCOC(=O)C1=C(C)C/C(=N\NC(=O)c2ccccc2O)CC1,2,2,5,-8,3,-1,-12,-2,-1.6
COc1ccccc1CNC(=O)N1CCN(S(=O)(=O)c2ccc(Cl)cc2)CC1,-3,-1,11,7,2,-5,-9,6,0.5
O=C(CN1C(=O)NC2(CCCCCCC2)C1=O)NCc1ccc2c(c1)OCO2,-4,-3,3,-1,2,4,-24,4,-1.1
O=c1c(-c2ccc(Cl)cc2)coc2c(CN3CCOCC3)c(O)ccc12,6,-5,8,-1,1,6,-6,-5,1.6
CN(Cc1ccc(Cl)c(Cl)c1)C(=O)C1=CC=CN2CCS(=O)(=O)N=C12,2,-12,-11,-5,2,-8,11,-7,0.7
O=C(CCCN1C(=O)/C(=C/c2ccccc2)SC1=S)NCCCn1ccnc1,3,-2,6,-2,2,-5,7,1,0.2
CC(C)Oc1ccc(CCNC(=O)C2CCC(=O)N(Cc3cccc(F)c3)C2)cc1 (stereo unspecified),-3,1,-3,-6,3,-15,1,-4,0.1
Cc1cc(NC(=O)CSCC(=O)N(C)Cc2ccc(F)cc2)no1,3,-3,2,-8,0,1,-4,-4,-0.3
CCc1ccc(S(=O)(=O)NCc2cn3cccc(C)c3n2)s1,9,7,-2,-8,8,4,4,-12,-1.5
O=C(N/N=C/c1cccc([N+](=O)[O-])c1)c1nc2ccccc2c(=O)[nH]1,0,0,13,-4,0,10,-6,2,-0.8
CCN1C[C@@H]2[C@@H]3C(=O)N(C)C(=O)[C@@H]3[C@](CC)(C(=O)OC)N2C1=NCc1ccccc1,-6,1,6,4,0,-9,-4,2,-0.8
CCOC(=O)Cc1csc(NC(=O)c2sc3nc4c(C)cc(C)cc4cc3c2N)n1,-3,0,-20,1,1,-4,32*,4,28
Cc1[nH]c2c(C)cccc2c1CCNC(=O)c1ccc2c(c1[N+](=O)[O-])C(=O)c1ccccc1C2=O,4,0,0,-10,2,29*,10,-1,-0.8
CC(C)C1C(c2ccccc2)N(C)C(c2ccccc2)CC1(O)c1ccccc1 (stereo unspecified),0,-3,-7,-7,-2,9,11,3,1.8
CCC(=O)/C=C1\Sc2ccc(OC)cc2N1CCO,-2,0,1,-3,0,1,-3,-5,-1.5
CC(=NN(Cc1ccccc1)c1ccccc1)c1ccccc1,15,-4,-3,-3,-1,5,-1,-2,-3.1
Cc1onc(-c2ccccc2)c1C(=O)Nc1nc(-c2cc(F)ccc2F)cs1,-4,3,7,3,0,9,-7,2,2.0
Cc1cc(NC(=O)c2coc(=O)c(Br)c2)ccc1C(C)C,3,-4,9,3,2,-5,-15,-1,4.1
O=C(c1ccc2nc(Cc3ccccc3F)oc2c1)N1CCCC1,4,-3,5,3,0,-4,-11,-3,0.3
CSc1nc2ccc(NC(=O)c3ccco3)cc2s1,2,-3,-1,2,2,-7,-2,-3,-1.4
OC(Cc1cccnc1)(Cc1cccnc1)c1cc2ccccc2[nH]1,1,-1,2,6,0,2,-1,-3,1.8
CC(=O)Nc1ccc2oc(-c3ccccc3)nc2c1,10,0,-5,-7,1,10,10,-7,4.6
CCC(=O)N1CCc2cc(S(=O)(=O)CCC(=O)Nc3cccc(C)n3)ccc21,-10,-2,3,0,1,1,12,7,-1.6

# An excerpt from above in order of length of the SMILES, ascending:
SMILES,M5 antag,CHRM5 agonist,M1 PAM,M4 PAM,CHRM4 agonist,CHRM4 antagonist,M1 antag,CHRM5 PAM,CRFBP-R2 agonist
CC(=O)Nc1ccc2oc(-c3ccccc3)nc2c1,10,0,-5,-7,1,10,10,-7,4.6
CC(=NN(Cc1ccccc1)c1ccccc1)c1ccccc1,15,-4,-3,-3,-1,5,-1,-2,-3.1
Cc1cc(NC(=O)c2coc(=O)c(Br)c2)ccc1C(C)C,3,-4,9,3,2,-5,-15,-1,4.1

# The list goes on.
SMILES,M5 antag,CHRM5 agonist,M1 PAM,M4 PAM,CHRM4 agonist,CHRM4 antagonist,M1 antag,CHRM5 PAM,CRFBP-R2 agonist
O=C(c1ccc(-c2cc3ccccc3oc2=O)cc1)N1CCN(c2ccc(Cl)cc2[N+](=O)[O-])CC1,-2,-2,-5,-2,0,6,6,6,-0.7
O=C(c1ccccc1NS(=O)(=O)c1ccc(F)cc1F)N1CCCCC1,9,-2,9,6,0,-7,-8,4,-0.4
O=C(CN1CCSC1=NCc1ccccc1)c1ccccc1,6,-9,-10,-2,1,1,12,-3,2.0
Cc1ccc(/C(N)=N/OC(=O)c2cccs2)cc1,-3,0,6,-5,0,3,-4,4,-6.3
CN(C(=O)COC(=O)c1ccc(NS(=O)(=O)c2cccs2)cc1)C1CCCCC1,-9,-4,-7,2,2,-15,11,-3,1.3
C=CCn1c(COc2ccc3c(c2)CCCC3)nnc1SCC(=O)Nc1cccc(SC)c1,0,-4,0,-9,0,4,1,-2,2.5
C(=N\N1CCN(C2c3ccccc3-c3ccccc32)CC1)/c1cccnc1,-4,-4,-3,1,0,4,-11,-10,3.2
CCOc1ccc(C(=O)NC(=S)Nc2ccccc2N2CCC(C)CC2)cc1[N+](=O)[O-],-2,0,1,12,1,3,6,-2,1.9
O=[N+]([O-])c1cc2c(cc1/C=N/n1cnnc1)OCO2,6,0,5,10,2,3,-1,5,0.5
COC(=O)c1cn(CC(=O)N2CCCCCC2)c2ccccc12,4,-8,7,-2,1,2,-5,-28,-0.8
COc1ccc(S(=O)(=O)N2CCC(C(=O)NCCc3ccc4c(c3)OCO4)CC2)cc1,2,-1,-3,-6,3,0,7,0,-1.9
Oc1ccc(Cl)cc1C=Nc1ccccc1Br,3,0,4,1,1,0,-2,2,7.1
COP(=O)(OC)C(=NNS(=O)(=O)c1ccc(C)cc1)c1ccccc1,14,5,10,5,0,-3,-6,-2,12
Cc1cccc(OCc2nc(C#N)c(NCc3ccc4c(c3)OCO4)o2)c1,8,-7,-13,-4,0,-15,1,-15,1.1
C=C(C)CN1C(=O)C(C)SC1=NN=C1SCC(=O)N1C (stereo unspecified),5,0,12,4,0,-12,-18,0,-2.2
Cc1cccc(C)c1OCC(=O)OCC(=O)Nc1ccc(Cl)cn1,3,-4,16,8,-1,-7,-16,6,0.8
Cc1ccc(S(=O)(=O)N2[C@@H](c3ccc4c(c3)OCO4)C(C(=O)O)=C[C@H]2C(C)(C)C)cc1,7,0,6,4,0,6,-12,-4,-0.7
COc1cccc(-c2cc(C(=O)N/N=C/c3ccc(OC)c(COC(C)=O)c3)c3ccccc3n2)c1,0,-4,-4,2,4,-10,7,-2,0.3
COc1cccc(-n2nc3c(=S)[nH]nc(C)c3c2C)c1,13,-3,8,4,-1,6,-10,6,-1.9
O=C1c2ccccc2C(c2nnnn2Cc2ccccc2)N1Cc1ccc(F)cc1 (stereo unspecified),6,-3,·,-7,8,-1,·,-10,·
CCOCCCNC(=S)N1C2CCC1CC(NC(=O)NC1CCCCC1)C2 (stereo unspecified),-3,2,-8,-10,0,4,1,1,-0.9
COc1ccc(C(=O)Nc2ccc(NC(=O)C3CCCCC3)nc2)cc1,2,-4,1,2,1,7,5,1,0.9

# Bioassay records: PubChem BioAssay, several laboratories
